Screening data deposited in PubChem BioAssay by National Center for Advancing Translational Sciences (NCATS).
Akt phos inh: HTS Assay for Inhibitors of Akt Phophorylation: Primary Screen; Neuro2A IGF-stimulated pAkt S473 HTRF, 20 min; hits give low values; activity change, % for hits at 50 µM; 360,000 compounds, 0.32% hits; in the data active = activity change below about -80%; inconclusive = mostly about -51% to -80%; note: % is set by controls: 0 for no effect and ±100 for the full control effect
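Neuro2A cells (4,500/well, DMEM with 0.5% FBS) were treated with compound at a single 50 µM final concentration, stimulated with 6 nM IGF for 20 min at 37 °C, and lysed. Phospho-Akt Ser473 was read by HTRF as 665/615 ratio ×10^4.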
Mm-Cpn inhibitor: Inhibitors of TCP-1 ring complex (TRiC) of Methanococcus maripaludis (MmCpn): qHTS. Chaperonin Mm-Cpn (Methanococcus maripaludis). purified Mm-Cpn ATPase, ADP Transcreener TR-FRET. Potency, µM (doses to about 76.9 µM), inactives show at the highest dose activity, negative = inhibition, most hits filed as inhibitors. 330,000 compounds, 0.031% hits. AID 504842, 2011; note: potency is the fitted concentration of half-maximal effect; % is set by controls: 0 for no effect and ±100 for the full control effect; nearly all actives have a fitted effect of over 80% in size
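Quantitative HTS used 25 nM Mm-CPN and 10 uM ATP in magnesium/KCl Tris buffer, pH 7.4, with 1 mM DTT. Hydrolysis ran 30 min at 37°C; ADP was read by HTRF.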
CCT modulator: High-Throughput Screening for Modulators of Cytosolic Chaperonin Activity; purified chaperonin ATPase assay, HTRF ADP detection, 30 min; activity change, % (test concentration not listed), hits read low; 360,000 compounds, 0.3% hits; in the data active = activity change below about -30%; note: % is set by controls: 0 for no effect and ±100 for the full control effect
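ATPase activity: ADP formed was measured by HTRF Transcreener (665/615 nm ratio) after 30 min at 37 deg C with 10 uM ATP. Compounds screened at one 76 uM concentration against 40 or 20 nM TRiC in Tris pH 7.4/KCl/MgCl2/DTT buffer.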
EPAC2 ag: qHTS for Agonist of cAMP-regulated guanine nucleotide exchange factor 4 (EPAC2): primary screen. Rap guanine nucleotide exchange factor 4 (Homo sapiens), Q8WZA2. EPAC2 activation, biochemical qHTS; response scale: 100% = 6.5 mM cAMP response. Potency, µM (titrated, usually from 154 µM), without a hit: at the highest dose activation, actives largely listed as activators. 360,000 compounds, 0.079% hits; note: potency is the fitted concentration of half-maximal effect; nearly all actives have a fitted effect of over 50% in size
Target sequence (Q8WZA2 whole entry, looked up): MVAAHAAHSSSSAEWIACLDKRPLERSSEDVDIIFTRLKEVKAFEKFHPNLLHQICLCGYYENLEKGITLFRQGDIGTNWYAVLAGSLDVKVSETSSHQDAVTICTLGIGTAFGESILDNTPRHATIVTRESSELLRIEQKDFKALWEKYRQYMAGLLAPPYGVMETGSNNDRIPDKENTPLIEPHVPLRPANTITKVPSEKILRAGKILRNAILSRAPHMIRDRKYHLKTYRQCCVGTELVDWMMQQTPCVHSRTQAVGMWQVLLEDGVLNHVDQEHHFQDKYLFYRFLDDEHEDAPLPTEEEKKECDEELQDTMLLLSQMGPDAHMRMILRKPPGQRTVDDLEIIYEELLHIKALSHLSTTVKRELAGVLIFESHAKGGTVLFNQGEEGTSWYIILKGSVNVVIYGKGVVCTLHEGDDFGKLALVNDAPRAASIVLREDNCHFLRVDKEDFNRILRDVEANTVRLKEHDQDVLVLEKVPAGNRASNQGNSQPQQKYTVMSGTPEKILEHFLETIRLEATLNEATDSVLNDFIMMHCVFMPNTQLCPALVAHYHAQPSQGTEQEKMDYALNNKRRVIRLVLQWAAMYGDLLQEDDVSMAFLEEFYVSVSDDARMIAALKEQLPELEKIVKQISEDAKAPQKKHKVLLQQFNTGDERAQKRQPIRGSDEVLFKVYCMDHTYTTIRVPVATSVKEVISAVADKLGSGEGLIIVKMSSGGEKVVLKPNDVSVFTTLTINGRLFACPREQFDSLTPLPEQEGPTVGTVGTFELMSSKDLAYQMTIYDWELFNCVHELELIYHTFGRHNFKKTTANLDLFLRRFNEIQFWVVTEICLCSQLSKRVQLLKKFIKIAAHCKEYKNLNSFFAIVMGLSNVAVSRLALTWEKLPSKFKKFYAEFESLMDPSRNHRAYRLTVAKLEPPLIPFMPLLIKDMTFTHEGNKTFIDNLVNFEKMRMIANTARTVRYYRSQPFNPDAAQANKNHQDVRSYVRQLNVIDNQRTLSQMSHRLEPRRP
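Each well held 100 nM EPAC2, 250 nM RAP1B-BODIPY-GDP and 50 uM GDP. Fluorescence, read at 5-min intervals to 30 min, was referenced to a 6.5 mM cAMP positive control.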
EPAC2 antagonist: qHTS for Antagonist of cAMP-regulated guanine nucleotide exchange factor 2 (EPAC2): primary screen; Rap guanine nucleotide exchange factor 4 (Homo sapiens), Q8WZA2; EPAC2 GEF exchange of Rap1B-BODIPY-GDP, fluorescence; Potency, µM (doses to about 114 µM), for inactives: at the top dose activity, negative = inhibition, actives largely listed as inhibitors; 360,000 compounds, 0.18% hits; AID 720708, 2013; note: potency is the fitted concentration of half-maximal effect; % is set by controls: 0 for no effect and ±100 for the full control effect; nearly all actives have a fitted effect of over 45% in size; many of its hits are not listed in these tables
TGFb SMAD3 inh: qHTS for Inhibitors of TGF-b; HepG2 CAGA-GFP TGF-b/SMAD3 reporter, GFP fluorescence, 18 h; TGF-beta stimulated, 500 pg/mL final; Potency, µM (highest dose often 46.1 µM), without a hit: top-dose activity, negative = inhibition, actives largely listed as inhibitors; 410,000 compounds, 1.2% hits; note: potency is the fitted concentration of half-maximal effect; % is set by controls: 0 for no effect and ±100 for the full control effect; nearly all actives have a fitted effect of over 65% in size
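HEPG2 CAGA-GFP, 1000 cells/well; 2 h settle, 37 C; cpd via pin tool; TGF-b 500 pg/mL final; 18 h, 37 C; GFP imaging ex488/em500-530; %Activity normalised to -TGF-b and +DMSO controls; CRC fit, curve class.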
A549 tox: Nrf2 qHTS screen for inhibitors: counterscreen for cytotoxicity; A549 ARE-Fluc cells, CellTiter-Fluor viability, 18-24 h; Potency, µM (titrated, usually from 46 µM), for inactives: at the highest dose activity change, negative = cytotoxicity, hits mostly inhibitors; 390,000 compounds, 0.16% hits; AID 504648, 2011; note: potency is the fitted concentration of half-maximal effect; % is set by controls: 0 for no effect and ±100 for the full control effect
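A549 ARE-Fluc cells in 5% FBS OPTI-MEM, 5000 cells/well, rested 2 h then exposed to compounds in concentration-response for 18-24 h at 37 °C. Viability by CellTiter-Fluor fluorescence (Ex 405/Em 525) after 30 min; luciferase luminescence (BugLite, 15 min, RT) read afterwards.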
Nrf2 inh: Nrf2 qHTS screen for inhibitors; A549 ARE-Fluc reporter, luciferase luminescence, 18-24 h; Potency, µM (series often up to 46 µM), for inactives: top-dose activity change, negative = inhibition, actives largely listed as inhibitors; 360,000 compounds, 2.1% hits; note: potency is the fitted concentration of half-maximal effect; % is set by controls: 0 for no effect and ±100 for the full control effect; nearly all actives have a fitted effect of over 60% in size
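In this cell-based qHTS, ARE-driven firefly luciferase in A549 cells reports Nrf2 activity; the luminescent signal after BugLite lysis is the measured value, with a prior CellTiter-Fluor read for cell health.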
Nrf2 activator: qHTS of Nrf2 Activators; 410,000 compounds, 0.31% hits; Potency, µM (doses to about 46.1 µM), without a hit: top-dose activation, actives largely listed as activators; AREc32 ARE-luciferase reporter (MCF7-derived line), luminescence, 24 h; AID 624171, 2012; note: potency is the fitted concentration of half-maximal effect; % of control where 0% means no effect; nearly all actives have a fitted effect of over 65% in size
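Steps: seed AREc32_Fluc cells (1000/well, 5% FBS OPTI-MEM); incubate overnight at 37 deg C; add 23 nL compound; incubate 24 hr; add Steady-Glo; hold 30 min RT; read luminescence.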
An asterisk follows results filed as active; i = inactive; ? = inconclusive; · = not tested or not shown; & = joins results of further samples; [ ] = another dose, or the depositor's remark. Unless noted, calls come from the whole dose curve; as a rule, active = well fitted curve in the direction sought with a large enough effect; inconclusive = small, poorly fitted or top-dose-only effect, or another doubt; inactive = no such curve, though single readings can be large; an effect the other way counts as inactive or inconclusive. An excerpt. The share of hits here may be higher or lower than overall.

#1 O=C(Cc1ccccc1F)Nc1ccc(Cl)nc1
#2 Cc1cc(SCc2ccc(Cl)cc2)nc(=O)[nH]1
#3 CCOC(=O)c1ccc(N2C(=O)c3n[nH]c(-c4ccco4)c3C2c2ccc(C(=O)OC)cc2)cc1 (stereo not given)
#4 CC(=O)c1cc2c(cc1NC(=O)CN1CCC(Cc3ccccc3)CC1)OCO2
#5 COc1cccc(N2C(=O)Nc3ccc(Br)cc3C2(O)C(=O)NCCCOC(C)C)c1 (stereo not given)
#6 O=C(NC1CCCCC1)c1ccc2c(c1)sc1nc(-c3ccc(F)cc3)cn12
assay / entry | 1 | 2 | 3 | 4 | 5 | 6
Akt phos inh | i | i | · | i | i | ·
Mm-Cpn inhibitor | 1.7% | -1.0% | · | 1.1% | -0.6% | ·
CCT modulator | -0.3 | -1.8 | · | 2.1 | -0.9 | ·
EPAC2 ag | -14.0% | 13.2% | · | -1.6% | 1.6% | ·
EPAC2 antagonist | 3.7% | -6.9% | · | -5.5% | 2.8% | ·
TGFb SMAD3 inh | 30.4%[activator] | 4.9% | ? | -10.6% | 0.0% | 12.9%
A549 tox | -11.6% | -28.7% | -20.2% | 3.1% | 1.2% | -2.8%
Nrf2 inh | -12.6% | ? | ? | -6.8% | 0.1% | 7.0%
Nrf2 activator | 3.7% | -0.2% | -0.1% | 0.0% | -0.1% | 0.9%

#7 Cc1ccc(NC(=O)CNCc2ccccc2Cl)cc1S(=O)(=O)N(C)C
#8 CC(C)(C)OC(=O)C[C@H]1C/C=C\C[C@@H](CC(=O)N[C@@H](CO)Cc2ccccc2)C(=O)NC[C@@H](c2ccccc2)OC1=O
#9 Cc1ccccc1NC(=O)c1cc(C(=O)c2cc(Cl)ccc2O)cn(-c2ccccc2C)c1=O
#10 CC(C)NC(=S)N/N=C1\CCCc2ccccc21
#11 CCC/C(=N\NC(=O)C1CCCC1)c1ccccc1
#12 COCCCn1c(=S)[nH]c2sc3c(c2c1=O)CCCS3
assay / entry | 7 | 8 | 9 | 10 | 11 | 12
Akt phos inh | i | i | i | i | i | i
Mm-Cpn inhibitor | -2.7% | -0.2% | -13.9% | 2.3% | 0.1% | -28.4%
CCT modulator | 0.4 | -1.9 | -0.3 | -0.6 | 0.9 | 1.2
EPAC2 ag | 6.5% | -15.2% | 2.0% | 0.0% | -1.4% | -3.8%
EPAC2 antagonist | -8.8% | 42.6%[activator] | -6.1% | 1.0% | 1.3% | 0.2%
TGFb SMAD3 inh | ? | 8.8% | 7.08µM* | -16.5% | 16.3% | 0.1%
A549 tox | -0.3% | -5.6% | -12.5% | 8.8% | 0.8% | 1.1%
Nrf2 inh | 1.4% | -0.7% | -17.7% | -1.7% | 7.2% | 18.9%
Nrf2 activator | 5.5% | 2.1% | -0.1%[9.22 µM] | 0.8% | -0.3% | -0.3%

Continuation.
Short keys – A = Akt phos inh; B = Mm-Cpn inhibitor; C = CCT modulator; D = EPAC2 ag; E = EPAC2 antagonist; F = TGFb SMAD3 inh; G = A549 tox; H = Nrf2 inh; I = Nrf2 activator
(13) Cc1cc(SCC(=O)c2ccccc2)nc(C)n1
  A = i; B = 0.2%; C = -1.8; D = 7.7%; E = 4.3%; F = 6.4%; G = 15.3%; H = ?; I = 3.0%
(14) O=C(CNC(=O)c1cccs1)N/N=C/c1cccc(Cl)c1
  A = i; B = -6.0%; C = -0.2; D = 1.3%; E = -3.3%; F = 1.2%; G = 0.3%; H = -6.0%; I = -0.6%
(15) O=C(COC(=O)c1ccccc1[N+](=O)[O-])Nc1cccnc1Cl
  A = i; B = 0.9%; C = 3.1; D = 6.8%; E = 1.1%; F = 8.3%; G = -0.4%; H = 5.3%; I = 2.4%
(16) O=C(Nc1ccccc1)N1CCC(O)(c2cccc(C(F)(F)F)c2)CC1
  A = i; B = 1.7%; C = 2.4; D = 2.8%; E = 26.8%; F = 9.2%; G = 2.6%; H = -1.9%; I = 2.3%
(17) CC(C)N1CCC1(C)C(=O)Nc1ccc2cn[nH]c2c1 (stereo not given)
  A = i; B = ·; C = 1.1; D = 13.3%; E = -1.5%; F = -2.7%; G = ·; H = ·; I = 0.6%
(18) CCc1ccc(N(CC(=O)NC(C)(C)CC)C(=O)CCC(=O)Nc2nccs2)cc1
  A = i; B = -3.7%; C = 3.6; D = -6.2%; E = -5.1%; F = -18.6%; G = -0.1%; H = -5.0%; I = 5.6%
(19) Cc1ccc(CCNC(=O)CCn2c(=O)c3cccn3c3ccc(F)cc32)cc1
  A = i; B = -15.6%; C = -4.6; D = -0.3%; E = 32.9%[activator]; F = ?; G = 1.8%&4.3%; H = -20.4%&-1.2%; I = 4.4%&-0.3%
(20) CCOC(CNc1ncnc2c1cnn2C)OCC
  A = i; B = 1.8%; C = -2.9; D = 29.4%; E = 5.4%; F = 1.6%; G = 0.7%; H = 1.7%; I = -0.8%
(21) O=c1[nH]c(CN2CCN(C/C=C/c3ccccc3)CC2)nc2ccccc12
  A = i; B = 2.5%; C = -0.7; D = 4.8%; E = -3.1%; F = -0.2%; G = 2.0%; H = -42.8%; I = -0.8%
(22) O=C(O)CCNc1ccc(NCCC(=O)O)c2c1C(=O)c1ccccc1C2=O
  A = i; B = 44.7µM*; C = 0.1; D = -1.8%; E = 9.5%; F = 2.3%; G = -20.4%; H = ?; I = -1.3%
(23) Cc1ccccc1OCCC(=O)NNC(=O)c1ccccc1F
  A = i; B = -1.1%; C = -0.7; D = 9.9%; E = 1.7%; F = 1.8%; G = 9.5%; H = 6.7%; I = 0.4%
(24) CC(=O)Nc1cccc(-c2ccnc3c2CC(C)(C(=O)NCc2cccs2)O3)c1 (stereo not given)
  A = i; B = ·; C = -0.5; D = 7.0%; E = -4.3%; F = -22.9%; G = ·; H = ·; I = 0.2%[9.22 µM]

Reformatted: 8 of the compounds above
entry	SMILES	Akt phos inh	Mm-Cpn inhibitor	CCT modulator	EPAC2 ag	EPAC2 antagonist	TGFb SMAD3 inh	A549 tox	Nrf2 inh	Nrf2 activator
1	O=C(Cc1ccccc1F)Nc1ccc(Cl)nc1	i	1.7%	-0.3	-14.0%	3.7%	30.4%[activator]	-11.6%	-12.6%	3.7%
2	Cc1cc(SCc2ccc(Cl)cc2)nc(=O)[nH]1	i	-1.0%	-1.8	13.2%	-6.9%	4.9%	-28.7%	?	-0.2%
3	CCOC(=O)c1ccc(N2C(=O)c3n[nH]c(-c4ccco4)c3C2c2ccc(C(=O)OC)cc2)cc1 (stereo not given)	·	·	·	·	·	?	-20.2%	?	-0.1%
4	CC(=O)c1cc2c(cc1NC(=O)CN1CCC(Cc3ccccc3)CC1)OCO2	i	1.1%	2.1	-1.6%	-5.5%	-10.6%	3.1%	-6.8%	0.0%
5	COc1cccc(N2C(=O)Nc3ccc(Br)cc3C2(O)C(=O)NCCCOC(C)C)c1 (stereo not given)	i	-0.6%	-0.9	1.6%	2.8%	0.0%	1.2%	0.1%	-0.1%
6	O=C(NC1CCCCC1)c1ccc2c(c1)sc1nc(-c3ccc(F)cc3)cn12	·	·	·	·	·	12.9%	-2.8%	7.0%	0.9%
7	Cc1ccc(NC(=O)CNCc2ccccc2Cl)cc1S(=O)(=O)N(C)C	i	-2.7%	0.4	6.5%	-8.8%	?	-0.3%	1.4%	5.5%
8	CC(C)(C)OC(=O)C[C@H]1C/C=C\C[C@@H](CC(=O)N[C@@H](CO)Cc2ccccc2)C(=O)NC[C@@H](c2ccccc2)OC1=O	i	-0.2%	-1.9	-15.2%	42.6%[activator]	8.8%	-5.6%	-0.7%	2.1%
